# MITF TRPM1 inh: inhibitors of MITF-dependent TRPM1 promoter reporter, primary screen, cell-based, SK-MEL-5, single point, luciferase; SK-MEL-5 TRPM1 promoter luciferase, 24 h; inhibition, % at 12.5 µM; 330,000 tested, 0.83% active;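 active means mean inhibition across replicates of 60% or more, whatever share of single replicates reaches that level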; further: values of inactives mirror those of a sister screen read the other way
# iPSC survival up: enhancers of single-cell hiPSC survival, primary screen, ATPlite luminescence | survival enhancement, % at 20 µM | 100% = ROCK inhibitor wells, 0% = DMSO | 360,000 tested, 0.044% active; in the data active means survival enhancement above about 18%;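 further: cells exposed to compounds for 16 hours before the ATP read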
# Shn3 3UTR inh: reduction of Shn3 3'UTR firefly luciferase signal, primary screen, Schnurri-3 inhibitor project, cell-based, Clone20 osteoblasts, set 2; inhibition, % at 12.5 µM; 360,000 tested, 0.52% active; Clone20 osteoblast Shn3 3'UTR firefly luciferase, 24 h; AID 588674, 2011;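 active means mean inhibition of at least 75% with every replicate also reaching 75%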;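 further: 0% = median of neutral control wells and 100% = pilot-screen positive control compound; some compounds past the cut are filed as inactive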
# Cardio protect: cardioprotection against H2O2-induced cell death, primary screen, uHTS, H9c2 cells, ATPLite luminescence; H9c2 cardiomyocytes, H2O2 injury protection, 2 h; protection from H2O2 cell death, % at 20 µM; 360,000 tested, 0.63% active;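 active means compounds giving at least 50% protection of heart cells from peroxide-induced death in the single-dose screen, raw or plate-pattern-corrected value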;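 further: 0% = DMSO wells with peroxide and 100% = DMSO wells without peroxide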
# Peg3 prom inh: Peg3 promoter-driven luciferase inhibitors, primary screen, cell-based, HeLa, luciferase luminescence | 360,000 tested, 1.7% active | HeLa PEG-Prom luciferase reporter, overnight | inhibition, % at 20 µM | AID 588405, 2011;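 active means inhibition of at least 50% at 20 µM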
# PDI turbidity: inhibitors of human PDI, primary screen, biochemical, turbidity, single point, plate reader; PDI insulin aggregation turbidity, A650, 90 min; inhibition, % at 10 µM; 350,000 tested, 0.052% active; AID 588391, 2011;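 active means mean inhibition across replicates of 30% or more, whatever share of single replicates reach that level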;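 further: absorbance from insulin aggregation driven by PDI reduction with DTT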
# NR2E3 ag-1: inhibitors of NR2E3-RetCOR corepressor binding, primary screen, NR2E3 agonist project, biochemical, TR-FRET, GST-NR2E3, biotin-RetCOR. Photoreceptor-specific nuclear receptor (Homo sapiens), Q9Y5X4. 1536-well. inhibition of corepressor binding, % at 4.78 µM. 320,000 tested, 0.12% active. AID 2300, 2010;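 active means percent inhibition above the cutoff of mean plus 3 SD of all tested compounds, set per screening campaign, cut at about 20% in these data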;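 further: 0% = DMSO wells and 100% = biotin wells as full block of FRET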
# Target sequence (Q9Y5X4 whole entry, looked up): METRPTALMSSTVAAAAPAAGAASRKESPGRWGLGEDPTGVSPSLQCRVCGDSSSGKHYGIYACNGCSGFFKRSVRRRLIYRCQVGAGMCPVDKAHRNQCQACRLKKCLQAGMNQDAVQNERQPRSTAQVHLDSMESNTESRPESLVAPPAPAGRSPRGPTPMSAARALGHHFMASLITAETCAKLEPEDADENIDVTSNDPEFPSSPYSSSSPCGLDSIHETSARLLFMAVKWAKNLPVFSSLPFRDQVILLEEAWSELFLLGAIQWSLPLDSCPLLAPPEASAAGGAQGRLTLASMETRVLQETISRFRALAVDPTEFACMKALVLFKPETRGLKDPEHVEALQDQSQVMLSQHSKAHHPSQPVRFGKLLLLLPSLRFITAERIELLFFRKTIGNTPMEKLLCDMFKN
#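 Material: NR2E3–RetCOR corepressor complex / Amount: 1.35 nM GST-NR2E3 / Medium: Tris pH 7.5 / Compound: single nominal compound dose of 4.8 µM / Incubation: 5 h at 4 °C / Technique: TR-FRET, Eu(K)-anti-GST donor, streptavidin-D2 acceptor, ex 340, em 617/671 nm / Read-out basis: percent loss of FRET ratio relative to control wells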
# HTR2A ag: mouse Htr2a agonists via beta-arrestin recruitment, primary screen, cell-based, luminescence | 360,000 tested, 0.66% active | 5-hydroxytryptamine receptor 2A (Mus musculus), P35363 | CHO-K1 mHTR2A beta-arrestin complementation; percent of 30 µM serotonin response | activation, % at 7.6 µM;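 active means activation above a run cutoff, the mean activation of all tested compounds plus 3 SD, cut at about 14% in these data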;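 further: 0% = plate median of compound wells and 100% = 30 µM serotonin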
# NR2E3 ag-2: NR2E3 agonists in two-hybrid cells, primary screen, cell-based, luminescence, CHO-S, Gal4-NCOR/VP16-NR2E3 | Photoreceptor-specific nuclear receptor (Homo sapiens), Q9Y5X4 | luciferase | inhibition of corepressor binding, % at 3.98 µM | 360,000 tested, 0.35% active | AID 602229, 2012;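 active means inhibition above the mean of all tested compounds plus 3 SD, cut at about 70% in these data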;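 further: 0% = DMSO with NR2E3 transfected cells and 100% = cells lacking NR2E3 construct; higher means lower luciferase signal from less NR2E3 corepressor binding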
# HIF-2a block: HIF-2a reporter inhibitors, primary screen, luminescence, 786-0 RCC cells; 786-0 RCC cells HIF-2a reporter, luciferase luminescence, overnight; inhibition, % at 18.8 µM; 360,000 tested, 0.72% active; AID 624352, 2012;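 active means inhibition of the luminescence signal of 40% or more relative to plate controls, in a single-dose primary screen at 18.75 µM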
# CaV13 ICDI inh: Disruptors of the CACNA1D IQ motif to Ca2+-dependent inactivation inhibitor domain association, primary screening, Förster resonance energy transfer in intact living …; 340,000 tested, 0.098% active; inhibition, % at 12.3 µM; HEK cells, CFP/YFP FRET ICDI-IQ, plate reader, 10 min; percent FRET-ratio fall versus neutral wells; AID 743397;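 active means mean replicate inhibition of at least 30% and at least 1% of replicates passing that level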;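 further: 0% = median of the neutral control wells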
# * marks the source's active call; other numbers are inactive results; · = no result given. No enrichment for hits, and some 3.9% of all compounds hit somewhere here.
Compound	MITF TRPM1 inh	iPSC survival up	Shn3 3UTR inh	Cardio protect	Peg3 prom inh	PDI turbidity	NR2E3 ag-1	HTR2A ag	NR2E3 ag-2	HIF-2a block	CaV13 ICDI inh
Cc1nc2ccccc2c2oc(C(=O)Nc3ccc4c(c3)OCCO4)cc12	-30	2.7	-22	100*	-7	·	-1	2	-14	-68	-1
CC(=O)C1=C(O)C(=O)N(CCN(C)C)C1c1ccc(Cl)cc1 (stereo unspecified)	12	2.9	12	-3	-5	3	·	3	4	11	-5
O=S(=O)(c1ccccc1)c1nc(-c2cccs2)oc1NCc1cccnc1	4	-0.2	-10	14	-2	1	1	3	29	3	-3
COc1ccc(-c2noc3c2-c2nc(-c4cccc(C)c4)sc2CC3)cc1	0	-0.3	-1	-4	-1	3	3	3	-4	-11	-4
CCOc1ccc(C2NC(=S)NC3=C2CCc2ccccc23)cc1 (stereo unspecified)	-7	-1.0	-7	-3	14	-5	3	1	-14	-33	-14
CC1CCCN(S(=O)(=O)c2ccc3c(c2)CCN3C(=O)C2CCC2)C1 (stereo unspecified)	-6	0.7	9	6	20	-10	0	-3	-20	11	-5
CNC(=S)N(CCc1c(C)[nH]c2ccc(F)cc12)Cc1cccnc1	·	-0.1	-8	3	6	-8	0	-4	-15	14	-4
COCCN(C(=O)COC(=O)c1ccccc1Cc1ccccc1)c1c(N)n(Cc2ccccc2)c(=O)[nH]c1=O	0	0.8	-3	4	8	12	5	-3	-32	19	-6
Cc1ccc(Cn2nc(C)cc2C(=O)Nc2ccccc2Cl)cc1	-68	0.1	-112	-4	-249	7	2	5	-111	-223	-4
COC(=O)NCC(c1cccnc1)N1CCN(c2ccccc2)CC1 (stereo unspecified)	·	-1.5	5	-6	-12	·	0	7	-42	-4	-3
CCn1nc(C)cc1C(=O)N1CCCC(CCC(=O)NCc2ccccc2F)C1 (stereo unspecified)	10	-0.7	0	4	8	5	2	-1	-5	6	-7
CCCCc1ccc(S(=O)(=O)N2CCN(C(=O)c3ccco3)CC2)cc1	7	-1.0	38	-9	21	-7	3	-1	9	11	-5
O=C(CCC(=O)N1CCN(c2ccccc2)CC1)Nc1nnc(C2CCCCC2)s1	3	1.0	-13	-2	-23	6	0	2	-8	17	-5
Cc1ccc(CCNC(=O)c2ccc(CS(=O)(=O)Cc3ccc(F)cc3)o2)cc1	-5	-0.2	-4	-1	-12	0	-6	1	-13	-3	-7
Cc1ccc(NS(=O)(=O)c2cc(C(=O)N3CCOCC3)ccc2C)cc1	11	-1.3	-7	1	0	-3	0	-2	-2	10	-9
COc1ccc(NC(=O)CSc2n[nH]c(-c3ccncc3)n2)c([N+](=O)[O-])c1	10	0.3	8	3	18	-4	·	-2	0	8	·
O=C(Nc1ccccc1)c1cccc(N2C(=O)C3C4CC(C(Br)C4Br)C3C2=O)c1 (stereo unspecified)	0	-0.6	-2	6	-3	-3	1	4	13	11	-6
CC(C)(C)OC(=O)N1C[C@H](O)C[C@H]1C(=O)OCC(=O)c1ccc([N+](=O)[O-])cc1	1	-0.1	8	1	-1	12	1	-1	-5	-7	-2
Cc1nn(CC(=O)NCc2ccc(Cl)cc2)c(C)c1[N+](=O)[O-]	-10	-0.7	2	8	-1	-2	-4	-1	-34	12	-6
Cc1ccccc1OCC(=O)Nc1ccccc1-c1ccccc1NC(=O)COc1ccccc1C	16	0.3	3	-5	27	-13	-3	5	-5	20	-15
CCCNC(=O)C(=O)Nc1ccc(N(C)C)cc1	-64	0.2	-57	1	-200	-7	-7	2	-111	-167	-4
COC(=O)c1ccc(COc2cccc(C)c2C)cc1	-70	-0.3	-26	-6	-176	5	1	3	-91	-218	-13

# Reformatted as labelled records: 2 of the compounds above.
Cc1ccccc1OCC(=O)Nc1ccccc1-c1ccccc1NC(=O)COc1ccccc1C
  MITF TRPM1 inh = 16; iPSC survival up = 0.3; Shn3 3UTR inh = 3; Cardio protect = -5; Peg3 prom inh = 27; PDI turbidity = -13; NR2E3 ag-1 = -3; HTR2A ag = 5; NR2E3 ag-2 = -5; HIF-2a block = 20; CaV13 ICDI inh = -15
CCCNC(=O)C(=O)Nc1ccc(N(C)C)cc1
  MITF TRPM1 inh = -64; iPSC survival up = 0.2; Shn3 3UTR inh = -57; Cardio protect = 1; Peg3 prom inh = -200; PDI turbidity = -7; NR2E3 ag-1 = -7; HTR2A ag = 2; NR2E3 ag-2 = -111; HIF-2a block = -167; CaV13 ICDI inh = -4

# Compound profiles, from the list above. Values in the order: MITF TRPM1 inh | iPSC survival up | Shn3 3UTR inh | Cardio protect | Peg3 prom inh | PDI turbidity | NR2E3 ag-1 | HTR2A ag | NR2E3 ag-2 | HIF-2a block | CaV13 ICDI inh
# Profile of `CCCCc1ccc(S(=O)(=O)N2CCN(C(=O)c3ccco3)CC2)cc1` → 7 | -1.0 | 38 | -9 | 21 | -7 | 3 | -1 | 9 | 11 | -5
# Profile of `CCCNC(=O)C(=O)Nc1ccc(N(C)C)cc1` → -64 | 0.2 | -57 | 1 | -200 | -7 | -7 | 2 | -111 | -167 | -4
# Profile of `Cc1ccc(NS(=O)(=O)c2cc(C(=O)N3CCOCC3)ccc2C)cc1` → 11 | -1.3 | -7 | 1 | 0 | -3 | 0 | -2 | -2 | 10 | -9
# Profile of `O=S(=O)(c1ccccc1)c1nc(-c2cccs2)oc1NCc1cccnc1` → 4 | -0.2 | -10 | 14 | -2 | 1 | 1 | 3 | 29 | 3 | -3
# Profile of `Cc1nn(CC(=O)NCc2ccc(Cl)cc2)c(C)c1[N+](=O)[O-]` → -10 | -0.7 | 2 | 8 | -1 | -2 | -4 | -1 | -34 | 12 | -6

# Source: PubChem BioAssay
